USP1 inh: USP1/UAF1 (human) deubiquitinase inhibition | recombinant USP1/UAF1, Ub-Rhodamine cleavage fluorescence | AID 743255 | actives 0.23% (n = 390,000) | Potency, µM (titrated, usually from 57.1 µM), for the others: at the top dose activity change, negative = inhibition, hits mostly inhibitors; note: potency is the fitted concentration of half-maximal effect; % is set by controls: 0 for no effect and ±100 for the full control effect; nearly all actives have a fitted effect of over 60% in size; inactives centre near -12
Target sequence (O94782 whole entry, looked up): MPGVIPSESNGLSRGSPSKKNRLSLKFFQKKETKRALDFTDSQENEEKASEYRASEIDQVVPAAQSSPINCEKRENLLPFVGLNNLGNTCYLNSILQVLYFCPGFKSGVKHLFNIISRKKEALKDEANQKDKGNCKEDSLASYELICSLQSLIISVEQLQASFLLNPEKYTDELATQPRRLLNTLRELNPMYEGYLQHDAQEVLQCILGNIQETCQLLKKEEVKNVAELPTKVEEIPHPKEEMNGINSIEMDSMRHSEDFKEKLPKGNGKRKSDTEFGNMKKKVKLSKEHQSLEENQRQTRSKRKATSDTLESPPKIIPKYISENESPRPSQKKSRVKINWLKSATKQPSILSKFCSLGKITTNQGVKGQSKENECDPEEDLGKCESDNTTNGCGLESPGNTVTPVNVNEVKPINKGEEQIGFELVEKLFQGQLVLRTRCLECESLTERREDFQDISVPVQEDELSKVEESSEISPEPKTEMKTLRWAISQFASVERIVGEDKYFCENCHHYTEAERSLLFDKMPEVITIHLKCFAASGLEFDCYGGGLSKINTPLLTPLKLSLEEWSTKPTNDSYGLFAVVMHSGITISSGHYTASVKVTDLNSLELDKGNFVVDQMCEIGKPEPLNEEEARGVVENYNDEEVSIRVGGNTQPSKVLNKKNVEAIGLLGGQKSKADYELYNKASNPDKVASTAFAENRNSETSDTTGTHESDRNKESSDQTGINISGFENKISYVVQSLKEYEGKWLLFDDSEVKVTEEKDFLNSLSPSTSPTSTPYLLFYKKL
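1 nM enzyme complex + cpd, 15 min RT; start with Ub-Rho 150nM final; kinetic fluorescence ex 480/em 540, 6 reads q60 s. Buffer 50mM HEPES pH 7.8, 0.5mM EDTA, 0.1 mg/ml BSA, 1mM TCEP, 0.01% Tween-20.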
TrxR1 inh: inhibitors of rat thioredoxin reductase 1. recombinant rTrxR1, NADPH fluorescence consumption, selenite substrate. actives 1% (n = 390,000). AID 588453. Potency, µM (series often up to 114 µM), inactives show at the highest dose activity change, negative = inhibition, hits mostly inhibitors; note: potency is the fitted concentration of half-maximal effect; % is set by controls: 0 for no effect and ±100 for the full control effect; nearly all actives have a fitted effect of over 65% in size
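Rat TrxR1 (90 nM in the dispensed reagent) was pre-reduced with 400 uM NADPH for 5 min at room temperature, then incubated with compound for 15 min. After 400 uM selenite was added, NADPH fluorescence (Ex 340/Em 450 nm) was followed for 8 min.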
IDH1 R132H inh: blocks human mutant IDH1 R132H enzyme; O75874; IDH1-R132H enzyme, NADPH consumption, diaphorase/resazurin fluorescence; Potency, µM (series often up to 76.6 µM), for the others: at the highest dose activity change, negative = inhibition, most hits filed as inhibitors; actives 0.093% (n = 390,000); note: potency is the fitted concentration of half-maximal effect; % is set by controls: 0 for no effect and ±100 for the full control effect; nearly all actives have a fitted effect of over 65% in size
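IDH1-R132H (0.5 ug/mL) preincubated 30 min with compound, then NADPH (0.016 mM) and alpha-KG (2 mM) added; 80 min at RT, pH 7.5. Remaining NADPH coupled via diaphorase/resazurin to fluorescence (540/590 nm); concentration-response curves normalized to no-enzyme control.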
HP1b chromo inh: blocks HP1-beta chromodomain binding to methylated histone tails; actives 0.56% (n = 390,000); P83916; AlphaScreen HP1-beta / biotin-H3K9me3 peptide binding; Potency, µM (titrated, usually from 114 µM), for inactives: at the top dose activity change, negative = inhibition, most hits filed as inhibitors; note: potency is the fitted concentration of half-maximal effect; nearly all actives have a fitted effect of over 70% in size; inactives centre near 23
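AlphaScreen: HP1-beta (50 nM) preformed 30 min with biotin-H3(1-18)K9me3 peptide (50 nM) in PBS pH 7.4, 0.01% Tween-20. Compound added for 30 min at RT, then streptavidin donor/nickel chelate acceptor beads (10 ug/mL) for 30 min.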
GLS inh: inhibitors of human glutaminase (GLS) | GLS enzymatic activity, qHTS titration | Potency, µM (doses to about 45.5 µM), for the others: at the top dose activity change, negative = inhibition, actives largely listed as inhibitors | actives 0.21% (n = 410,000) | AID 624170; note: potency is the fitted concentration of half-maximal effect; % is set by controls: 0 for no effect and ±100 for the full control effect
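hKGA in 45 mM KH2PO4 (pH 8.2), 0.02% Tween-20 with compound, then 1mM L-Glutamine (stock as added) plus glutamate oxidase/HRP/Amplex red coupling mix. Fluorescence read initially and after 30 min at RT; signal change reflects glutamate formation.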
PGK inhibitor: T. brucei PGK inhibition. actives 0.043% (n = 380,000). PGK/GAPDH coupled, Kinase-Glo luminescence, 60 min. Potency, µM (titrated, usually from 57.5 µM), inactives show top-dose activity change, negative = inhibition, hits mostly inhibitors. AID 602233; note: potency is the fitted concentration of half-maximal effect; % is set by controls: 0 for no effect and ±100 for the full control effect; nearly all actives have a fitted effect of over 60% in size
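Recombinant glycosomal PGK reaction used 1,3-bisphosphoglycerate generated in-well by GAPDH (100nM final) in 100mM TEA pH 7.6, 5mM MgCl2, 0.01% Tween-20. After 60 minutes at room temperature, ATP was read by Kinase-Glo Plus luminescence end-point.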
Pin1 inh: inhibitors of human Pin1 | Q13526 | Pin1 FP peptide displacement, HiFluor488, 10 min | Potency, µM (doses to about 115 µM), for the others: at the top dose activity, negative = inhibition, most hits filed as inhibitors | actives 0.009% (n = 390,000) | AID 504891; active = well fitted inhibition curve with a large enough effect in the polarisation, with a control signal flat, not every such curve was filed as active; inconclusive = small, poorly fitted or top-dose-only effect, or effect the other way, or a change in a side signal; inactive = no such curve, though single readings can be large or run the other way; the % refers to the polarisation; note: potency is the fitted concentration of half-maximal effect; % is set by controls: 0 for no effect and ±100 for the full control effect
Target sequence (Q13526 whole entry, looked up): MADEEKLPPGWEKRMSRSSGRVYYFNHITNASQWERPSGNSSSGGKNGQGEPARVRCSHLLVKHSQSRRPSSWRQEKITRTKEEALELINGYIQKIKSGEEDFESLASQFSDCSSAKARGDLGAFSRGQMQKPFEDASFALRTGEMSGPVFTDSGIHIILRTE
PI4K2A block: inhibitors of human PI4K2A. Q9BTU6. purified PI4K2A, ADP-Glo luminescence, 1 h; active compounds read low. activity change, negative = inhibition, % at 76.9 µM. actives 0.13% (n = 420,000); in the data active = activity change below about -50%; inconclusive = mostly about -30% to -49%;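 note: -100% = wells without enzyme as full effect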
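ADP-Glo luminescence measured ADP generated by PI4K2A enzyme (4 ug/mL before mixing) with 1.2 mM PI substrate (pre-mix) and 300 microM ATP (pre-mix). Tris pH7.5 buffer with MgCl2, Triton X-100; 1 h reaction at ambient temperature.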
TrxR1 substrate: rat thioredoxin reductase 1 substrate activity; purified TrxR1 substrate turnover, NADPH consumption readout; O89049; AID 588456; actives 0.01% (n = 390,000); Potency, µM (highest dose often 114 µM), for the others: at the highest dose activity change, negative = substrate turnover; note: potency is the fitted concentration of half-maximal effect; % is set by controls: 0 for no effect and ±100 for the full control effect; nearly all actives have a fitted effect of over 50% in size
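Rat TrxR1, dispensed at 90 nM, was prereduced with 400 uM NADPH (final) for 5 min at ~22 deg C, then incubated with compound 15 min before 400 uM selenite. A first-read NADPH fluorescence drop versus no-compound background flagged substrates.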
* hit, by the source's call; i = inactive; u = inconclusive; x = not tested or not shown; & = joins results of further samples; [ ] = another dose, or the depositor's remark. Unless noted, calls come from the whole dose curve; as a rule, active = well fitted curve in the direction sought with a large enough effect; inconclusive = small, poorly fitted or top-dose-only effect, or another doubt; inactive = no such curve, though single readings can be large; an effect the other way counts as inactive or inconclusive.

structure	USP1 inh	TrxR1 inh	IDH1 R132H inh	HP1b chromo inh	GLS inh	PGK inhibitor	Pin1 inh	PI4K2A block	TrxR1 substrate
COc1ccc(CCNC(=O)c2ccc3c(c2)CCN3S(=O)(=O)c2ccc(Cl)cc2)cc1	-1%	29%	2%	29%	0%	8%	17%	1	-2%
COc1c(Br)cc2c(C)c(C(=O)N3CCOCC3)oc2c1Br	-6%	-2%[57.1 µM]	-1%	34%	8%	9%	-3%	-2	5%[57.1 µM]
COc1ccc(NS(=O)(=O)c2cc(NC(=O)c3sccc3C)ccc2N2CCOCC2)cc1	-21%	9%	1%	21%	8%	-8%	-3%	-2	1%
Cc1onc(-c2ccccc2)c1C(=O)n1nnc2ccccc21	-18%	u	2%	70%[activator]	-1%	-1%	-3%	8	8%[57.1 µM]
COc1ccc(C(C(=O)NCC2CCCO2)N(C(=O)CNC(=O)c2ccco2)c2cc(C)cc(C)c2)cc1OC (centres undefined)	-4%	7%[57.1 µM]	0%	-23%	7%	-4%	-5%	3	2%[57.1 µM]
Cc1ccc(OCC(=O)OCC(=O)Nc2ccc3c(c2)OCO3)cc1C	-18%	0%	5%	19%	5%	i	-3%	-6	-4%
Cc1ccc(NC(=O)CN2CCc3cc4c(cc3C2)OCCCO4)cc1C	-23%	17%	10%	34%	6%	-5%	6%	7	2%
CC1C2C(c3ccccc3)N(C)C(=O)N(C)C2N(C)C(=O)N1C (centres undefined)	-23%	1%	3%	31%[activator]	-8%	i	u	2	-11%[57.1 µM]
CCn1cc(C(=O)N2CCN(c3ccc(C(C)=O)cc3)CC2)c2cc(OC)c(OC)cc2c1=O	-13%&-1%	0%&-10%	5%&-7%	30%&-4%	2%&8%	-5%	1%&3%	-3&0	-5%&-7%
O=C(NCC12CC3CC(CC(C3)C1)C2)c1nn2c(c1Cl)NC(c1ccco1)CC2C(F)(F)F (centres undefined)	0%	0%	-2%	38%[activator]	12%	10%	0%	0	-4%
O=C(O)c1cc(-c2ccco2)nc2ccccc12	-20%	u	12%	45µM*	u	u	u	-11	134%[activator][57.1 µM]
COc1cc(OC)cc(C(=O)OCC(=O)NCCCc2ccccc2)c1	-10%	28%	-1%	32%	5%	-5%	-2%	-3	10%
COc1ccc(CCNC(=O)c2ccc(Cn3c(SCC(=O)NCCC(C)C)nc4cc5c(cc4c3=O)OCO5)cc2)cc1OC	-23%	11%[57.1 µM]	-14%	31%	-9%	1%	-2%	7	-7%[57.1 µM]
Cc1ccc(C(=O)c2sc(Nc3ccccc3F)c(S(=O)(=O)c3ccccc3)c2N)c(C)c1	-19%	28%[57.1 µM]	-5%	-9%[57 µM]	-14%	-6%	-2%	4	0%[57.1 µM]
COc1cc(C(=O)NCCOC(=O)c2cccc(N(C)C)c2)cc(OC)c1OC	-17%	12%	6%	-9%	-2%	-9%	-7%	1	9%
COc1ccc(CCNC(=O)COC(=O)C2CC2)cc1OC	-16%	u	5%	28%	1%	i	-12%	-4	-15%
Cc1ccc(C(=O)NCCCNC(=O)c2ccccc2F)cn1	-3%	4%	14%	15%	0%	1%	5%	2	-1%
O=C(Cc1ccc(F)cc1)N1CCC(CC2CC(c3ccc(Cl)cc3)=NO2)(C(=O)NCC2CCCCC2)CC1 (centres undefined)	-13%	9%	9%	47%[activator]	3%	6%	4%	-4	2%
COc1ccccc1/C=C/C(=O)OCC(=O)NC1CCS(=O)(=O)C1 (centres undefined)	-11%	10%[57.1 µM]	6%	24%	-13%	-5%	-6%	1	11%[57.1 µM]
CCOc1ccccc1OCCOCCOc1c(Cl)cccc1Cl	1%	-7%	2%	148%[activator]	3%	8%	3%	3	-7%

structure	USP1 inh	TrxR1 inh	IDH1 R132H inh	HP1b chromo inh	GLS inh	PGK inhibitor	Pin1 inh	PI4K2A block	TrxR1 substrate
O=C(O)c1cccnc1	-22%	17%	1%	22%	-1%&9%	-3%	-9%	-2&0	7%
COc1cccc(OCC(O)CN2CCN(CCN3C(=O)c4cccc5cccc(c45)C3=O)CC2)c1 (centres undefined)	-8%	3%	13%	1%	6%	i	-4%	-7	-4%
O=C(Cn1nc(-c2ccccc2)ccc1=O)N1CCCCC1	-26%	17%	-7%	22%	0%	-10%	3%	4	6%
C=CC[C@H](CC(=O)OC(C)(C)C)C(=O)OC[C@@H]1CCCN1C(=O)[C@@H](CC=C)CC(=O)N[C@H](CO)Cc1ccccc1	u	32%	-1%	40%[activator]	0%	-4%	-8%	1	4%
Cc1n[nH]c(=O)n(N=Cc2cccs2)c1=O	-26%	x	1%	x	-3%	0%	x	-2	x
CCN1C(C(=O)c2ccccc2)=C(NC(=O)c2ccc(Cl)cc2)c2ccccc2S1(=O)=O	-14%	1%	5%	14%	2%	i	-5%	-1	1%
CC(=O)Nc1ccc(NC(=O)CSc2nc(=O)n(Cc3ccncc3)c3c2CCC3)cc1	-19%	-1%[57.1 µM]	0%	33%	-14%	-4%	8%	-2	-2%[57.1 µM]
CCN(CC)S(=O)(=O)c1ccc2oc(C(=O)NCC3COc4ccccc4O3)c(C)c2c1 (centres undefined)	-21%	9%	-6%	-1%	0%	0%	1%	7	-5%
Cc1ccc(/C=N/n2c(C3CCCCC3)n[nH]c2=S)o1	1%	u	6%	u	-16%	-1%	-4%	-2	-19%
COc1cccc(NS(=O)(=O)c2ccc3c(c2)CC(=O)N3)c1	-18%	-3%	8%	32%	2%	i	3%	-4	-3%
CSC(=CC(=O)c1ccccc1)SC	-2%	-8%	1%	31%	-3%	-10%	-7%	-4	-7%
COc1ccc(CNC(=O)CN(Cc2ccco2)C(=O)CNS(=O)(=O)c2ccc(C)cc2)cc1	-20%	5%	0%	-21%	-9%	-1%	2%	4	1%
CC(=O)Nc1ccc(/C(C)=N/NC(=O)CN(c2ccccc2Br)S(C)(=O)=O)cc1	-18%	-3%	1%	20%	0%	-4%	1%	-4	-10%
Cc1cccc(Nc2nc3c(S(=O)(=O)c4ccccc4)nnn3c3ccccc23)c1	-3%	-14%	0%	35%	-17%	i	-5%	2	-3%
O=C(COC(=O)c1ccc(S(=O)(=O)NCc2ccco2)cc1)Nc1ccccc1	-16%	-13%	10%	15%	4%	1%	20%	6	-1%
Cc1ccsc1CNC12CC3CC(CC(C3)C1)C2	-21%	29%[57.1 µM]	1%	12%	-3%	-9%	1%	2	9%[57.1 µM]
Cc1cccc(N=C2CCCC2C(=O)Nc2cccc(C)c2C)c1C (centres undefined)	-9%	-4%[2.29 µM]	-2%	9%[57 µM]	-2%	-11%	1%	1	25%[57.1 µM]
NC(=S)N/N=C1\CC(n2nnnc2-c2ccccc2)C2COC1O2 (centres undefined)	-8%	-1%[57.1 µM]	13%	40%	3%	-1%	-2%	7	1%[57.1 µM]
O=C(NCCCn1ccnc1)c1noc2c1CCc1ccccc1-2	-23%	-15%	18%	11%	4%	0%	-7%	-7	7%
CC(=O)c1cccc(NC(=S)NCc2ccco2)c1	-19%	-13%[57.1 µM]	-3%	12%	10%	-6%	2%	-3	4%[0.0914 µM]

structure	USP1 inh	TrxR1 inh	IDH1 R132H inh	HP1b chromo inh	GLS inh	PGK inhibitor	Pin1 inh	PI4K2A block	TrxR1 substrate
COCc1cc(/C=N\NC(=O)c2ccc(Cl)cc2)ccc1OC	-14%	-4%[57.1 µM]	4%	16%	9%	4%	-3%	1	1%[57.1 µM]
CCc1ccc(-c2nc(CSCC(=O)NCc3ccccc3OC)c(C)o2)cc1	-13%	14%	7%	20%	-1%	-5%	-9%	-2	7%
COc1ccc(OCCSc2nc(N)cc(=O)[nH]2)cc1	1%	29%	5%	28%	-11%	-3%	-5%	-1	-4%
CCN(c1ccc(NC(=O)COC(=O)c2cccs2)cc1)C(C)C	0%	0%	-4%	u	106%[activator]	1%	-9%	-5	-4%
CCOC(=O)N(C)OC(=O)Nc1ccc(Cl)c(Cl)c1	u	16µM*	5%	u	u	5%	1%	17	7%[57.1 µM]
C#Cc1ccc([C@@H]2C=C(C(=O)OCC=C)O[C@H](OCC)[C@H]2CCCO)cc1	-16%	17%[57.1 µM]	-3%	27%	1%	-4%	-4%	-7	-5%[57.1 µM]
CCOC(=O)CSc1nnc(CSc2nc(N)c3c(C)c(C)sc3n2)n1-c1ccccc1	-10%	-1%	-16%	14%	14%	4%	16%	-4	-5%
COC(=O)C(N)Cc1ccc(OC)c([N+](=O)[O-])c1 (centres undefined)	-15%	-1%[57.1 µM]	2%	22%	-11%	2%	-5%	0	3%[57.1 µM]

High-throughput results (PubChem BioAssay)

Not all compounds are listed; rates above refer to the full screens.
